Screens: PubChem BioAssay, National Center for Advancing Translational Sciences (NCATS)
GLA spleen mod – qHTS Assay for Inhibitors and Activators of Human alpha-Galactosidase From Spleen Homogenate. human spleen homogenate, 4MU-alpha-Gal fluorescence, 40 min. Potency, µM (series often up to 80 µM), without a hit: at the top dose activity change, negative = inhibition, hits mostly inhibitors. AID 2107, 2009. 240,000 compounds, 0.008% hits;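 note: 0% = enzyme with vehicle and -100% = no enzyme basal signal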
Target sequence (P06280 32-429 limits assumed): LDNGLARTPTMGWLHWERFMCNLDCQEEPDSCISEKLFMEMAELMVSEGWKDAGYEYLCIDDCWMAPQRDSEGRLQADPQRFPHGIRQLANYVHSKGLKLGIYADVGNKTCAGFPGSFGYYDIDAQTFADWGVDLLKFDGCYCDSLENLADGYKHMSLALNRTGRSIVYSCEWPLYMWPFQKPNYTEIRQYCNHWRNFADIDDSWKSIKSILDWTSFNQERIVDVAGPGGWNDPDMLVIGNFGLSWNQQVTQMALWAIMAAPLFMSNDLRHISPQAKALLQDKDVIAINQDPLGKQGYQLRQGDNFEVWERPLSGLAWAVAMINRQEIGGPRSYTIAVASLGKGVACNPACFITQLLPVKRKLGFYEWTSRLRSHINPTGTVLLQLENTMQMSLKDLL
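Human spleen homogenate (1 ug) as enzyme source, 4-methylumbelliferyl-alpha-D-galactopyranoside 1 mM final, citrate/phosphate pH 5.0 with 0.01% Tween-20. Compounds 40 min at 37C, NaOH/glycine stop; fluorescence Ex 365/Em 440, Hill-fit AC50.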
Tau FP inhib – qHTS for Inhibitors of Tau Fibril Formation, Fluorescence Polarization; Microtubule-associated protein tau (Homo sapiens), P10636; K18 P301L tau heparin fibrillization, Alexa594 FP, 6 h; Potency, µM (doses to about 57.7 µM), for the others: at the highest dose activity, negative = inhibition, actives largely listed as inhibitors; 280,000 compounds, 0.39% hits; note: nearly all actives have a fitted effect of over 55% in size
Target sequence (P10636 561-689 P618L limits assumed): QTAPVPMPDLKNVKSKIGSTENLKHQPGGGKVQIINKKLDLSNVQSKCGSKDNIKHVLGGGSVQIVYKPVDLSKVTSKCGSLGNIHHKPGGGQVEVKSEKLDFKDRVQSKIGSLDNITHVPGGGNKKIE
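Quantitative HTS format: compounds meet 15 uM recombinant K18 P301L tau and Alexa 594-tau tracer in 100 mM sodium acetate pH 7; 20 uM heparin triggers fibrillization at 37 C over 6 hr; FP gives the signal.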
ALDH1A1 inh – qHTS Assay for Inhibitors of Aldehyde Dehydrogenase 1 (ALDH1A1); Purified ALDH1A1, NADH fluorescence, propionaldehyde substrate; Potency, µM (series often up to 75.3 µM), for inactives: at the highest dose activity, negative = inhibition, most hits filed as inhibitors; 220,000 compounds, 7.3% hits; AID 1030, 2008; active = well fitted inhibition curve with a large enough effect, not every such curve was filed as active; inconclusive = small, poorly fitted or top-dose-only effect, or another doubt; inactive = no such curve, though single readings can be large or run the other way;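 note: plate controls were no enzyme wells and a reference inhibitor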
Tau fluor cs – Counterscreen qHTS for Inhibitors of Tau Fibril Formation, Fluorescence Polarization | tau K18 P301L Alexa594 fluorescence, heparin fibrillization | Potency, µM (titrated, usually from 57.7 µM), for the others: at the highest dose activity change, negative = decrease | 280,000 compounds, 0.93% hits; note: nearly all actives have a fitted effect of over 55% in size
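Human K18 P301L tau (15 uM unlabeled plus 0.24 uM Alexa 594-labeled, final) in 100 mM sodium acetate pH 7 was mixed with compound and 20 uM heparin and incubated 6 hr at 37 C.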
TR SRC2 fluor cs – Total Fluorescence Counterscreen for Inhibitors of the Interaction of Thyroid Hormone Receptor and Steroid Receptor Coregulator 2. TRb/SRC2 Texas Red total fluorescence interference. Potency, µM (highest dose often 106 µM), for the others: at the highest dose fluorescence change, negative = quenching. 280,000 compounds, 0.29% hits. AID 1479, 2009; active = well fitted curve in either direction with a large enough effect; inconclusive = small, poorly fitted or top-dose-only effect
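Flags fluorescent or light-absorbing compounds by total fluorescence, S + 2P, at 555 nm excitation and 632 nm emission. Mixture: 20 nM Texas Red SRC2 peptide, 0.6 uM human TRb LBD, 1 uM T3, 5% DMSO; compound exposure 5 h at ambient temperature.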
TRb SRC2 PPI – qHTS for Inhibitors of the Interaction of Thyroid Hormone Receptor and Steroid Receptor Coregulator 2; 280,000 compounds, 0.065% hits; Thyroid hormone receptor beta (Homo sapiens), P10828; TRbeta-SRC2 peptide binding, fluorescence polarization; receptor liganded with 1 µM T3; Potency, µM (top dose mostly 106 µM), without a hit: top-dose activity change, negative = inhibition, usual class: inhibitors;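 note: plate controls were bound peptide for no effect and peptide without receptor for full effect; nearly all actives have a fitted effect of over 50% in size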
Target sequence (P10828 whole entry, looked up): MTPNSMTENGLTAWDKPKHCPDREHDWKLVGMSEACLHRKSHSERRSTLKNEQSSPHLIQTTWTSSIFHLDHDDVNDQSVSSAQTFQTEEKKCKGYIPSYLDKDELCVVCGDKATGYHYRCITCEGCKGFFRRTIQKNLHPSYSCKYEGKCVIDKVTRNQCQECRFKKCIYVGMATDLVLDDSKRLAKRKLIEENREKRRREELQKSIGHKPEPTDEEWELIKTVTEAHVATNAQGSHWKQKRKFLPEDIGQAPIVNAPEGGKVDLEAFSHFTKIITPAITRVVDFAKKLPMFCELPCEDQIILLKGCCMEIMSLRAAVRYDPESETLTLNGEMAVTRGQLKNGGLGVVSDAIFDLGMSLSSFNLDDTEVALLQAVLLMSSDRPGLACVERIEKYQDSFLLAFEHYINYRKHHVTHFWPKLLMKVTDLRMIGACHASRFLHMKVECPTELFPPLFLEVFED
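A fluorescence polarization screen tested compounds at multiple concentrations against complex formation between 0.6 uM TRb ligand-binding domain and 20 nM Texas Red SRC2 peptide, with 1 uM T3 present; readout after 5 hr.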
Tau ThT inhib – qHTS for Inhibitors of Tau Fibril Formation, Thioflavin T Binding; Microtubule-associated protein tau (Homo sapiens), P10636; recombinant tau K18 P301L (four-repeat tau fragment), heparin-induced fibrillization, ThT fluorescence; Potency, µM (highest dose often 57.4 µM), without a hit: at the top dose activity, negative = inhibition, actives largely listed as inhibitors; 270,000 compounds, 2.1% hits; AID 1460, 2008; note: nearly all actives have a fitted effect of over 55% in size
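In this qHTS, human K18 P301L tau is incubated with compound and heparin for 6 hr at 37 C, and Thioflavin T fluorescence then reports fibril load.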
L3MBTL1 block – qHTS Assay for the Inhibitors of L3MBTL1 | Lethal(3)malignant brain tumor-like protein 1 (Homo sapiens), Q9Y468 | AlphaScreen L3MBTL1–H3K9me1 peptide binding | Potency, µM (top dose mostly 57.1 µM), for inactives: at the highest dose activity, negative = inhibition, actives largely listed as inhibitors | 230,000 compounds, 0.66% hits; note: nearly all actives have a fitted effect of over 60% in size
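L3MBTL1 (50 nM) pre-complexed 30 min with biotinylated H3(1-15)K9me1 peptide (75 nM), then compounds added for 30 min at room temperature; AlphaScreen streptavidin donor/nickel chelate acceptor beads (10 ug/mL final) read after 30 min dark incubation.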
Active calls of the source: *; ? = inconclusive; · = not tested or not shown; [ ] = another dose, or the depositor's remark. Unless noted, calls come from the whole dose curve; as a rule, active = well fitted curve in the direction sought with a large enough effect; inconclusive = small, poorly fitted or top-dose-only effect, or another doubt; inactive = no such curve, though single readings can be large; an effect the other way counts as inactive or inconclusive. Unless noted, % is set by controls: 0 for no effect and ±100 for the full control effect; potency is the fitted concentration of half-maximal effect.

Second line of a record – GLA spleen mod	Tau FP inhib	ALDH1A1 inh	Tau fluor cs	TR SRC2 fluor cs	TRb SRC2 PPI	Tau ThT inhib	L3MBTL1 block
COCCCn1c(SCc2cccc(Cl)c2)nc2c(sc3ccccc32)c1=O
 : ·	-7%	·	1%	?	-2%	8%	·
COc1ccc(OC)c(NC(=O)CN(Cc2ccc(Cl)cc2)S(C)(=O)=O)c1
 : 8%	-1%	-11%	-24%	-2%	-2%	-10%	-18%
CCOC(=O)c1c(CN(C)C)n(C)c2ccc(OC(C)=O)cc12
 : 4%	-4%	0%	0%	1%	-11%	0%	-2%
C/C(=N\S(=O)(=O)c1ccc(C)cc1)N1CCCCC1
 : -6%	0%	-13%	9%	0%	0%	2%	11%
COc1ccccc1Nc1ccc(C(=O)NC2CCCCC2)cn1
 : -9%	3%	21%	-12%	-1%	-2%	-10%	5%
C/C(=N\Nc1nnc(C)c(=O)[nH]1)C(=O)O
 : 5%	?	-5%	-6%	2%	6%	-7%	12%
CCCOC(=O)c1ccc(Oc2coc3c(CN(CC)CC)c(O)ccc3c2=O)cc1
 : 11%	3%	?	1%	-2%	0%	-3%	5%
Cc1cccc(OCc2nnc(SCC(=O)Nc3ccc(C)c(C)c3)o2)c1
 : -2%	-6%	10%	-12%	-1%	-3%	-13%	5%
O=C(NCC(c1cccnc1)N1CCc2ccccc2C1)C(=O)Nc1ccccc1 (centres undefined)
 : ·	10%	·	-26%	-22%	-2%	1.6µM*	·
COc1ccccc1CCc1nnc(CCC(=O)NC(C)Cc2cccs2)o1 (centres undefined)
 : -1%	16%	8%	14%	-2%	3%	1%	17%
O=C(O)c1cc(Cl)ccc1-c1ccc(/C=C/c2cc(C(F)(F)F)[nH]c(=O)n2)o1
 : 0%	-9%	?	-19%	-2%	-2%	-4%	?
Cc1ccc(N/C=C/c2onc(C)c2[N+](=O)[O-])cc1
 : -5%	6%	·	-24%	-5%	-2%	0.63µM*	·
O=C(NCc1nc2ccccc2[nH]1)c1ccc([N+](=O)[O-])cc1
 : 4%	?	-4%	-10%	-4%	-1%	-2%	·
COc1ccc(NS(=O)(=O)c2ccc(NC(=O)CCNS(=O)(=O)c3ccc(C)cc3)cc2)cc1
 : -16%	-12%	?	?	-4%	2%	4%	-3%
NS(=O)(=O)c1ccc(CCNC(=O)Cn2c(=O)c3cccn3c3ccc(F)cc32)cc1
 : ·	?	·	-3%	-3%	-2%	7%	·
COc1ccc(NC(=O)COC(=O)c2c3c(nc4ccccc24)CCCC3)cc1
 : -9%	-10%	?	?	5%	-20%	?	28%
COc1cc(Cl)c(C)cc1NC(=O)CCc1c(C)nc2c3cccnc3nn2c1C
 : ·	-6%	·	-13%	-6%	-3%	?	·
CCOc1nc(NC(=O)NS(=O)(=O)Oc2ccccc2)nc(-c2ccccc2)n1
 : ·	0%	·	1%	-13%	3%	-1%	·
CN(C)CCN(Cc1ccccc1)S(=O)(=O)c1ccc2c(c1)n(C)c(=O)c(=O)n2C
 : 11%	4%	·	1%	2%	10%	-4%	-11%
O=C(COC(=O)c1cc(=O)[nH]c2ccccc12)Nc1cccc(S(=O)(=O)N2CCOCC2)c1
 : 3%	-10%	·	-18%	-3%	5%	0%	·

Whole records from above.
`O=C(COC(=O)c1cc(=O)[nH]c2ccccc12)Nc1cccc(S(=O)(=O)N2CCOCC2)c1` is listed with GLA spleen mod = 3%; Tau FP inhib = -10%; ALDH1A1 inh = ·; Tau fluor cs = -18%; TR SRC2 fluor cs = -3%; TRb SRC2 PPI = 5%; Tau ThT inhib = 0%; L3MBTL1 block = ·
`COc1ccccc1Nc1ccc(C(=O)NC2CCCCC2)cn1` is listed with GLA spleen mod = -9%; Tau FP inhib = 3%; ALDH1A1 inh = 21%; Tau fluor cs = -12%; TR SRC2 fluor cs = -1%; TRb SRC2 PPI = -2%; Tau ThT inhib = -10%; L3MBTL1 block = 5%

Next part
Second line of a record – GLA spleen mod	Tau FP inhib	ALDH1A1 inh	Tau fluor cs	TR SRC2 fluor cs	TRb SRC2 PPI	Tau ThT inhib	L3MBTL1 block
COc1cccc([C@@H]2Oc3ccc(OC)cc3C[C@H]2OC(=O)NS(=O)(=O)c2ccc(F)cc2)c1
 : 9%	-9%	5%	-16%	1%	1%	-14%	·
CCN(CCn1cccn1)C(=O)c1cc(COc2ccc(F)cc2Cl)on1
 : -4%	5%	6%	-3%	-1%	1%	-2%	8%
Fc1ccc(C2=NN(c3ccccc3)C(c3ccco3)C2)cc1 (centres undefined)
 : ?	3%	?	?	0%[53 µM]	5%[53 µM]	?	94%[activator]
Clc1cccc(Cl)c1COn1nnc2ccccc21
 : 6%	-2%	-8%	-16%	0%	-10%	-10%	·
CCOc1ccc(Nc2oc(-c3cccc(Cl)c3)nc2C#N)cc1
 : -8%	-10%	?	-26%	0%	-2%	-23%	·
COCCCNC(=O)c1sc2ncnc(N3CCc4ccccc4C3)c2c1C
 : -3%	2%	1%	7%	-3%	-4%	9%	?
Cc1ccc(-c2cc(C(=O)Nc3nn[nH]n3)c3ccccc3n2)c(C)c1
 : 7%	-2%	?	-9%	-1%	1%	-14%	8%
O=C(Nc1ccc(O)cc1)/C(=C\c1ccncc1)NC(=O)c1ccccc1
 : -4%	10%	-10%	11%	-1%	-7%	14%	-18%
CCOC(=O)C(C)(C)N(Cc1cccc(C)c1)S(=O)(=O)c1cccc([N+](=O)[O-])c1
 : 2%	?	18µM*	?	-55%	-11%	-11%	-11%
CC1CCN(c2ccc(C(F)(F)F)cc2N)CC1
 : 3%	4%	7%	1%	1%	2%	1%	23%
O=C(O)c1cccc(N2CCCC2)c1
 : 17%	5%	?	4%	1%	1%	-3%	·
Cn1nccc1NC(=O)Nc1ccc(Cl)cc1
 : 15%	7%	·	2%	0%	6%	·	·
CCOC(=O)c1[nH]cnc1C(=O)Nc1ccc(C)cc1
 : -1%	2%	·	-2%	-5%	-7%	-6%	-2%
C=C(C)COc1ccc2oc(C)c(C(=O)OCCOC)c2c1
 : -6%	-5%	-5%	-8%	2%	-4%	-10%	16%
O=C(Nc1nc2ccc(Cl)cc2s1)C1CCCO1 (centres undefined)
 : -3%	-6%	?	-21%	0%	-4%	-18%	·
COc1ccc(NS(=O)(=O)c2ccc(S(=O)(=O)N3CCCC3)cc2)cc1Cl
 : 3%	-11%	13µM*	?	-3%	2%	1%	·
Cc1ccc(C(CC(=O)O)C2CCOC(C)(C)C2)cc1 (centres undefined)
 : 3%	5%	-2%	-5%	-8%	8%	-5%	·
COc1cc(OC)cc(C(=O)Oc2ccc(/C=N/Nc3nc4ccccc4s3)cc2OC)c1
 : 1%	1%	2%	10µM*[quencher]	-4%	4%	?	-6%
CC1=CC(C)(C)Nc2ccc(Cc3ccc4c(c3)C(C)=CC(C)(C)N4)cc21
 : 7%	-5%	·	?	-5%	0%	?	?
CC1(C)CC(=O)C(C(C2=C(O)CC(C)(C)CC2=O)c2cccnc2)C(=O)C1 (centres undefined)
 : 2%	3%	14µM*	4%	-1%	9%	?	0%
CCCCCSc1nc2c(c(=O)[nH]c(=O)n2C)n1CCc1ccccc1
 : 8%	5%	0.71µM*	8%	-6%	0%	-3%	7%
CCCCC(=O)Nc1ccc(C(=O)Nc2ccc(S(=O)(=O)N3CCCC3)cc2)cc1
 : 0%	-8%	-2%	-2%	2%	-25%	13%	6%
COc1ccccc1Nc1nc(-c2cccc([N+](=O)[O-])c2)cs1
 : 1%	1%	·	14µM*[quencher]	-6%	-5%	?	-21%
CC1(C)Cc2c(C#N)c(NCCCO)nc(-c3ccccc3)c2CO1
 : 12%	3%	?	-7%	0%	-3%	-8%	·
CCOC(=O)c1ccc(N2C(=O)c3[nH]nc(-c4ccc(C)cc4)c3C2c2ccc(O)cc2)cc1 (centres undefined)
 : ·	?	·	?	-2%	6%	0%	·
CCOC(=O)C1CCCN(c2c(NCC3CCCN3CC)c(=O)c2=O)C1 (centres undefined)
 : 2%	5%	1%	-9%	-6%	-5%	-8%	·
Cc1nn(-c2ccc(Cl)cc2)c(NC(=O)C(C)C)c(-c2ccccc2)c1=O
 : 3%	3%	·	-11%	-3%	9%	-8%	-7%
Cc1ccc2c(c1)C(=O)OC(C(=O)Nc1ccc(C(=O)O)cc1)C2 (centres undefined)
 : ·	-5%	·	-4%	?	4%	-5%	·
CC(C)C(=O)OCC(=O)Nc1ccc2c(c1)CCC2
 : 9%	3%	-6%	-1%	2%	-18%	-9%	·
Fc1ccc(Nc2nc(SCc3ccccc3Cl)nc3ccccc23)cc1
 : ·	6.3µM*	·	?	-21%	7%	?	·
CCn1c(CC(=O)Nc2ccc(C)cc2)nnc1SCC(=O)NCc1ccccc1
 : -2%	-3%	8%	-2%	1%	-7%	5%	4%
COc1ccc(N2CCN(C(=O)c3ccc(CSc4ccccc4)cc3)CC2)cc1
 : 0%	-2%	0%	3%	0%	7%	-12%	-2%
Cc1ccc(NC(=O)CCCSc2nc3ccccc3[nH]2)cc1
 : -14%	-10%	0%	-26%	1%	-2%	-16%	0%
Cc1cccc(Nc2nnc(SCC(=O)Nc3ccc(C(=O)O)cc3)s2)c1
 : -3%	9%	4%	-7%	0%	1%	?	15%
COc1ccc(/C(C)=N/NC(=O)CNC(=O)C2COc3ccccc3O2)c(OC)c1 (centres undefined)
 : 5%	-8%	·	-21%	-1%	6%	-16%	3%
O=C1C=C(NCCN2CCOCC2)C(=O)c2cnccc21
 : 0%	-8%	-8%	-15%	-1%	2%	?	?
